Screening results (PubChem)
tim23-1 inh – inhibits growth of tim23-1 mutant yeast. S. cerevisiae tim23-1 growth, BacTiter-Glo luminescence, 24 h. inhibition, % at 20 µM. hit rate 1.3% among 330,000. AID 463212;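 active = growth inhibition of the mutant yeast at or above 50%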;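 note: temperature-sensitive mutant grown at 25 °C; plate controls were DMSO-treated mutant yeast for no effect and medium wells lacking yeast for full effect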
XBP1 UPR activ – adaptive UPR (XBP1) activation. CHO-XBP1 luciferase reporter, IRE1-XBP1 UPR activation, luminescence; percent of tunicamycin response, DMSO as zero. activation, % at 20 µM. hit rate 0.33% among 330,000. AID 463104;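 active = versus positive control, 20 µM dose yields 30% or more activation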;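 note: 100% = tunicamycin at 10 µg/mL and 0% = DMSO only wells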
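Material: CHO cell line with stable XBP1 luciferase reporter; schedule: 16-18 h cell attachment at 37 °C, then 6 h compound exposure; signal: glow luminescence from Steady-Glo reagent; medium: serum-containing F12 medium, 10% FBS; benchmarks: tunicamycin 10 µg/mL and vehicle-only wells; read-out: percent activation relative to tunicamycin reference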
UPR CHOP act – apoptotic UPR (CHOP) activation; CHO-CHOP luciferase reporter, luminescence; percent of tunicamycin response over DMSO baseline; activation, % at 10 µM; hit rate 0.34% among 330,000; AID 449763;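 active = at 10 µM dose, activation of 40% or more, normalized to positive control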;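 note: 100% = tunicamycin at 10 µg/mL and 0% = DMSO alone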
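Test system: CHO-CHOP cells, stable luciferase reporter of PERK-eIF2a-CHOP signalling | Quantity: 500 CHO-CHOP cells per well | Buffer or medium: F12 plus 10% serum | Compound dosing: 10 µM single point, 0.5% DMSO | Schedule: 6 h compound treatment, 37 °C | Signal: Luciferase luminescence | Control set: Tunicamycin high control, DMSO low control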
Mdm2 MdmX PPI – human Mdm2/MdmX binding inhibition; O15151+Q00987; SaOS-2 split-luciferase Mdm2/MdmX complementation, luminescence; inhibition, % at 8 µM; hit rate 3% among 330,000; AID 485346;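 active = inhibition of at least 50% at 8 µM in the primary screen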
Target sequence (O15151 whole entry, looked up): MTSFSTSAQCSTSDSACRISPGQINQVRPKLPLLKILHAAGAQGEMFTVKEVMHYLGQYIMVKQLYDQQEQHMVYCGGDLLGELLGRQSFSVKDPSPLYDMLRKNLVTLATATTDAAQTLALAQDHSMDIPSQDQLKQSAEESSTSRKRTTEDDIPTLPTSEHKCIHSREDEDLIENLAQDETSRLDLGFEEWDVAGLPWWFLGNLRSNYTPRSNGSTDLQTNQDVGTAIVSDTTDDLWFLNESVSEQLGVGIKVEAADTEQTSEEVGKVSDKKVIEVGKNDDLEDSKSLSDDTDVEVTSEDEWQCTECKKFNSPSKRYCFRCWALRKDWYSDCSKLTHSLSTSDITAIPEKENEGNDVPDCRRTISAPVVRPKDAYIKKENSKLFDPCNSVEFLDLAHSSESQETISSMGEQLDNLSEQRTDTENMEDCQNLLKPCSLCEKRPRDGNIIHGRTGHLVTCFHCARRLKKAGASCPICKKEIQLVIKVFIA
Target sequence (Q00987 whole entry, looked up): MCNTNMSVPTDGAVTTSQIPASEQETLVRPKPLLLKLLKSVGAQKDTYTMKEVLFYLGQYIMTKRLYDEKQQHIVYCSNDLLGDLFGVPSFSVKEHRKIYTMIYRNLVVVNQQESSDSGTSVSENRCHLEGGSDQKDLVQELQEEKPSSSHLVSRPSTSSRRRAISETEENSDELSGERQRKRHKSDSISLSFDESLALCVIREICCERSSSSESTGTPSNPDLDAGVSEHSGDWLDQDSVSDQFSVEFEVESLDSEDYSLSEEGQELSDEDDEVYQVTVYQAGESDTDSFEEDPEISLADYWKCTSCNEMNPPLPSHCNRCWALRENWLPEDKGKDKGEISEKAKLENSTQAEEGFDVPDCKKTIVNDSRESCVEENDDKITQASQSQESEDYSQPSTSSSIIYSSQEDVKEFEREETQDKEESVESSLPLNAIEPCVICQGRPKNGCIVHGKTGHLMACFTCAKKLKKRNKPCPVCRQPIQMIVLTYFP
TIM10 inh – growth inhibitors of TIM10 yeast strain. inhibition, % at 10 µM. AID 463195. hit rate 1.4% among 330,000. S. cerevisiae TIM10 strain growth, BacTiter-Glo luminescence, 24 h;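 active = inhibition of 40% or more at the single tested concentration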;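 note: wild-type TIM10 isogenic control strain grown at permissive 25 °C; 0% = DMSO yeast wells and 100% = minimal medium wells without yeast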
APJ agonist – activates the human apelin receptor APJ; P35414; CHO-K1 APJ PathHunter beta-arrestin, luminescence; 0% DMSO wells, 100% apelin; activation, % at 20 µM; hit rate 0.11% among 330,000; AID 2520;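 active = activation more than six SD over the plate average, tested at 20 µM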;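 note: 0% = DMSO alone and 100% = apelin-13 at 10 nM; some results filed as inactive read as strong as hits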
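Material: engineered CHO-K1 APJ arrestin reporter cells; amount: 1000 CHO-K1 reporter cells seeded per well; incubation: compound stimulation 90 min at 25 °C, detection 60 min; signal: luminescent beta-gal fragment complementation, chemiluminescent substrate; read-out basis: APJ agonist activity; controls: DMSO-only wells as negative, 10 nM Apelin-13 as positive control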
CXCR6 block – inhibitors of human CXCR6 receptor | O00574 | CHO-K1 PathHunter CXCR6 beta-arrestin, luminescence | inhibition, % at 20 µM | hit rate 0.36% among 360,000; in the data active = inhibition above about 34%, passing the limit was not always enough;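 note: antagonist mode with CXCL16 agonist at 10 nM final; 0% = 10 nM CXCL16 with DMSO and 100% = unstimulated wells without agonist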
APJ antagonist – blocks the human apelin receptor APJ | CHO-K1 APJ beta-arrestin complementation, luminescence | hit rate 0.32% among 330,000 | P35414 | inhibition, % at 20 µM | AID 2521;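 active = inhibition above about 40% at 20 µM, limit read from the data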;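 note: cells challenged with 10 nM apelin-13 agonist together with compound; plate controls were apelin-13 plus DMSO wells for no effect and DMSO wells lacking apelin-13 for full effect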
tim10-1 inh – tim10-1 yeast growth inhibition. AID 463190. inhibition, % at 20 µM. hit rate 2.2% among 330,000. S. cerevisiae tim10-1 ts strain growth, BacTiter-Glo, 24 h;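 active = inhibition of at least 40%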;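 note: mutant grown at 25 °C; 0% = DMSO wells with yeast and 100% = wells holding no yeast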
Active calls of the source: *.

Order of results – tim23-1 inh	XBP1 UPR activ	UPR CHOP act	Mdm2 MdmX PPI	TIM10 inh	APJ agonist	CXCR6 block	APJ antagonist	tim10-1 inh
#1 CCN(CCCn1c(=S)[nH]c2ncccc2c1=O)c1ccccc1
→ -25	-2	1.2	9	-9	-4	2	-1	1
#2 Oc1ccccc1C(=S)N1CCCCCC1
→ 21	0	-0.2	-25	3	-6	-6	-9	12
#3 COCCCNC(=O)CS(=O)(=O)Cc1nc(-c2cccc(OC)c2)oc1C
→ 6	0	-0.4	-6	-3	-5	-9	11	12
#4 O=C(Nc1ccccc1)c1ccc(F)c(S(=O)(=O)N2CCOCC2)c1
→ 6	-1	1.2	17	13	-4	1	10	24
#5 Cc1cc(C)nc(OC(C(=O)O)C(OCC(C)C)(c2ccccc2)c2ccccc2)n1 (stereo not given)
→ 16	0	-1.0	23	6	-2	-1	6	-11
#6 Cc1ccc(CNC(=O)CN(C)S(=O)(=O)c2cccc3cccnc23)cc1
→ 1	1	1.6	31	7	-4	3	9	1
#7 Clc1cccc(Cl)c1CSc1nnc([C@@H]2CCCN2)o1
→ -5	1	-0.1	13	0	-2	0	8	3
#8 CCC(=O)Nc1ccc(OC)cc1OC
→ 14	1	-0.1	27	-7	2	1	-6	9
#9 COc1cc(CCC(=O)Nc2cccc(S(=O)(=O)N(C)C)c2)cc(OC)c1OC
→ 8	-2	2.7	-8	24	-2	-16	10	4
#10 Cc1ccc(Cn2cccc2C2=NC(C)CO2)cc1 (stereo not given)
→ 12	-1	1.2	18	-9	1	1	13	14
#11 O=C(Nc1cccnc1Cl)c1cc(-c2ccc(Br)cc2)on1
→ 11	4	19	-1	-15	-1	6	-20	2
#12 CN(Cc1ccccc1)CC(O)COc1ccc(CNCc2cc3ccccc3s2)cc1 (stereo not given)
→ -42	-1	0.0	52*	-17	2	7	-13	-10
#13 Cc1cccc(N2CCN(Cc3nc(-c4cccc(Cl)c4)oc3C)CC2)n1
→ 30	5	-0.6	10	28	-4	6	-2	35
#14 OC(C#Cc1ccccn1)c1cccs1 (stereo not given)
→ 7	-4	5.9	25	-9	-2	12	-8	13
#15 COc1cc(/C=C/C(=O)OCC(=O)NCCc2ccc(F)cc2)ccc1OC(F)F
→ -3	-1	-0.5	3	-9	-4	3	-1	-4
#16 Cc1cc(C(=O)N2CC(C)CC(C)C2)n(-c2ccccc2)n1 (stereo not given)
→ 25	-4	4.0	-20	6	-5	3	4	35
#17 O=C(Nc1ccccc1)N1CCCN(c2c(Cl)cncc2Cl)CC1
→ 37	0	-1.4	39	31	0	1	10	29
#18 CCN(Cc1cnn(C)c1)C(=O)c1cc(COc2ccc3c(c2)CCCC3)on1
→ 34	1	3.5	-16	18	14	1	-11	21
#19 C[C@H](NC(=O)c1nc[nH]c1C(=O)N[C@@H](C)C(=O)OC(C)(C)C)C(=O)OC(C)(C)C
→ 22	-4	0.5	-3	18	0	3	12	15
#20 COc1ccc(OCCCC(=O)Nc2cc(S(=O)(=O)N3CCCCC3)ccc2OC)cc1
→ -1	-6	0.7	25	-4	-3	4	2	-1
#21 O=C(OCc1nnc(-c2ccccc2)o1)c1ccc(-n2cnnn2)cc1
→ 6	1	1.0	-10	4	0	0	-6	13
#22 COCCN(C(=O)CNC(=O)c1ccco1)C(C(=O)NC1CCCCC1)c1cccc(OC)c1 (stereo not given)
→ 9	0	-0.7	2	-3	-6	-7	-10	21
#23 Cc1ccc(OCC(=O)Nc2ccc(S(=O)(=O)N3CCCCC3)cc2)c([N+](=O)[O-])n1
→ 11	-2	-2.5	9	19	-1	-5	14	2
#24 CC(C)(C)c1ccc(C2C3=C(CCCC3=O)NC3=C2C(=O)c2ccccc23)cc1 (stereo not given)
→ 24	5	0.7	24	14	-10	12	8	5
#25 COC(=O)CC1Sc2ccccc2NC1=O (stereo not given)
→ 3	-2	-1.7	10	-3	1	-4	7	3
#26 COc1ccc(Cl)cc1NS(=O)(=O)c1cccc2cccnc12
→ -2	-6	0.0	14	-8	-2	10	-8	2
#27 O=C(C[n+]1ccc(-c2cc(C(=O)Nc3cccc(C(F)(F)F)c3)c3ccccc3n2)cc1)c1cccc([N+](=O)[O-])c1
→ 13	106*	11	34	-6	-5	27	52*	28
#28 Cc1cc(NS(=O)(=O)c2ccc(NC(=O)CCCC(=O)O)cc2)nc(C)n1
→ 9	-5	-2.3	-17	-8	-2	4	0	12
#29 COc1ccc(C2CC(c3ccccc3OC(C)=O)=NN2C(C)=O)cc1 (stereo not given)
→ 13	3	3.0	-15	-6	3	3	-1	15
#30 C/C(=N\NC(=O)CCC(=O)Nc1ccccc1)c1cccs1
→ -10	-3	0.5	12	-6	-2	5	11	3

Record cards, as listed above. Screens in order: tim23-1 inh | XBP1 UPR activ | UPR CHOP act | Mdm2 MdmX PPI | TIM10 inh | APJ agonist | CXCR6 block | APJ antagonist | tim10-1 inh
Profile of CN(Cc1ccccc1)CC(O)COc1ccc(CNCc2cc3ccccc3s2)cc1 (stereo not given) → -42 | -1 | 0.0 | 52* | -17 | 2 | 7 | -13 | -10
Profile of Cc1ccc(Cn2cccc2C2=NC(C)CO2)cc1 (stereo not given) → 12 | -1 | 1.2 | 18 | -9 | 1 | 1 | 13 | 14

New compounds follow.
Order of results – tim23-1 inh	XBP1 UPR activ	UPR CHOP act	Mdm2 MdmX PPI	TIM10 inh	APJ agonist	CXCR6 block	APJ antagonist	tim10-1 inh
#31 COc1ccc(NC(=O)/C=C/c2ccc(F)cc2)cn1
→ -5	2	12	-24	7	0	2	2	-3
#32 COc1ccc(C(=O)Nc2ccccn2)cc1S(=O)(=O)N1CCOCC1
→ 11	-2	1.0	5	4	0	1	-39	-2
#33 CNC(=O)N(O)C1N(C)C(=O)N(Cc2ccccc2)C1(C)C (stereo not given)
→ -4	0	-1.2	9	-4	0	0	12	9
#34 O=C(NCc1ccc(OC(F)(F)F)cc1)C1CC2Cn3c(nc4ccccc43)C2N1c1ccccc1 (stereo not given)
→ 26	1	1.0	3	15	7	10	12	21
#35 O=c1c2ccccc2ncn1-c1ccc(Cl)cc1Cl
→ 12	3	1.0	26	-14	-7	-13	-4	-6
#36 COc1cc2c(cc1OC)CN(c1ccc(F)cc1[N+](=O)[O-])CC2
→ 31	10	4.3	11	22	-1	7	14	35
#37 Clc1cccc(-c2ccc(C3Nc4cccc5cccc(c45)N3)o2)c1
→ 43	22	-0.8	23	13	3	-19	-31	34
#38 O=C(NCCOc1ccc(Cl)cc1)C1CC(=O)N(c2ccc(F)cc2)C1 (stereo not given)
→ 26	2	1.6	4	16	2	-6	4	24
#39 Cc1nc(S(=O)(=O)N(C)c2ccccc2)c(C#N)c(C)c1Cl
→ 6	-1	-1.3	96*	6	0	1	17	19
#40 C=CCn1c(COc2ccccc2)nc2ccccc21
→ 41	2	4.3	-26	8	-1	3	24	3
#41 COC(=O)C1(c2ccccc2)NC(c2cccs2)C2C(=O)N(c3ccccc3)C(=O)C21 (stereo not given)
→ 24	2	0.4	3	7	-3	-3	24	20
#42 CC(C)C(=O)NC(=S)Nc1ccc(S(=O)(=O)Nc2ccccc2)cc1
→ 6	2	0.1	27	11	-4	-3	17	15
#43 Cn1nnnc1SCCOc1ccc(C#N)cc1
→ -1	-1	1.7	6	6	-3	1	9	10
#44 Cc1nc(-c2ccccc2)sc1-c1nc(-c2ccncc2)ncc1S(=O)(=O)c1ccccc1
→ 16	0	-0.6	33	31	-6	20	19	34
#45 COc1ccc(NC(=O)c2cc([N+](=O)[O-])ccc2N2CCCCC2)cc1OC
→ 16	-1	-1.3	18	7	-5	21	19	8
#46 COc1ccc(CCNC(=O)CNCC(c2ccccc2)N(C)C)cc1OC (stereo not given)
→ 17	3	0.7	-22	3	0	-7	5	12
#47 CCCNC(=O)C(=O)Nc1ccc2c(c1)N(S(=O)(=O)c1cccs1)CCC2
→ 25	-2	0.6	50*	29	2	-2	1	34
#48 Cc1ccn2cc(-c3cccc([N+](=O)[O-])c3)nc2c1
→ 29	-6	-3.1	-52	4	1	7	-15	23
#49 COC(=O)c1cc2sccc2n1Cc1ccc(C)cc1
→ 8	0	1.0	31	-21	-2	8	25	15
#50 CCOC(=O)C1=NN(c2ccc(Cl)cc2)/C(=C/C2=NCCc3cc(OC)c(OC)cc32)S1
→ 6	1	3.2	-34	4	-2	-3	11	15
#51 CCOc1ccc(CC(=O)N/N=C(\C)c2cccnc2)cc1OCC
→ 14	0	0.7	-6	3	7	-6	-6	14
#52 O=C(Nc1ccc(F)c(F)c1)C1CCN(S(=O)(=O)c2cccc3nonc23)CC1
→ 14	-4	1.6	9	-17	5	-15	-10	15
#53 CC(=O)Nc1ccc(C(C#N)c2ccccc2)cc1 (stereo not given)
→ 6	-4	-0.7	21	-14	0	0	-7	10
#54 O=S(=O)(c1cccc2nsnc12)N1CCN(c2ncccn2)CC1
→ 15	1	-3.2	13	-5	0	12	0	6
#55 Brc1ccc(C2=Nn3cnnc3SC2)cc1
→ 12	-1	-0.6	17	10	-1	2	-12	27
#56 Cc1[nH]c(=O)c(C(=O)/C=C/c2ccccc2)c2c1CCCC2
→ 38	0	13	71*	45*	0	-2	5	46*
#57 O=C(Cc1ccc(Cl)cc1)Nc1cccc(S(=O)(=O)N2CCCCC2)c1
→ 11	-2	0.3	19	-4	-2	-10	2	7
#58 COCc1cc(C)nc(N/N=C/c2ccc(Cl)c(Cl)c2)c1C#N
→ 0	-3	-1.4	-16	9	-2	4	15	4
#59 CN(C)c1ccc(/C=N/n2c(C3CCCCC3)n[nH]c2=S)cc1
→ 50*	-3	1.9	7	9	-3	3	12	14
#60 CC(C)CN(C(=O)COc1cccc(-n2cnnn2)c1)C1CCS(=O)(=O)C1 (stereo not given)
→ 15	-5	1.2	-9	1	-2	-8	-3	1

This is a subset; the hit share may differ from the screen's.
